Screens: PubChem, National Center for Advancing Translational Sciences (NCATS)
WRN helicase inh: WRN helicase (human) inhibition; Q14191; WRN helicase unwinding, fluorescent forked duplex, kinetic; Potency, µM (doses to about 114 µM), inactives show at the top dose activity change, negative = inhibition, most hits filed as inhibitors; hit rate 0.46% among 360,000; AID 651768; further: potency means the concentration at half of the fitted maximal effect; on the % scale 0 is the no-effect control and ±100 the full control effect; nearly all actives have a fitted effect of over 55% in size
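Primary qHTS, 1536-well format. 20 nM WRN + compound, 15 min RT; start with 100 nM forked fluorophore/quencher duplex, 2 mM ATP (final); kinetic read ex 525/em 598 nm.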
EPAC2 antagonist: blocks human EPAC2 exchange factor; AID 720708; Potency, µM (titrated, usually from 114 µM), without a hit: at the highest dose activity, negative = inhibition, most hits filed as inhibitors; EPAC2 GEF exchange of Rap1B-BODIPY-GDP, fluorescence; Q8WZA2; hit rate 0.18% among 360,000; further: potency means the concentration at half of the fitted maximal effect; on the % scale 0 is the no-effect control and ±100 the full control effect; nearly all actives have a fitted effect of over 45% in size; many of its hits are not listed in these tables
PI5P4K alpha inh: PI5P4K alpha (human) kinase inhibition; P48426; hit rate 1.2% among 330,000; max response, %; PI5P4Kalpha enzyme, ADP-Glo luminescence, 60 min; active compounds read low; active means max response of -50% or lower; inconclusive means between -30% and -50%; inactive means -30% or higher; further: value at the top dose of about 77 µM; on the % scale 0 is the no-effect control and ±100 the full control effect
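PI5P4Kalpha ADP-Glo assay; 5 microM ATP final; 60 min RT reaction; HEPES pH 7.4/EGTA/CHAPS, 5% DMSO; controls lacking substrate or enzyme; luminescent end-point.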
EPAC1 antagonist: antagonists of human EPAC1. O95398. Potency, µM (top dose mostly 115 µM), for the others: top-dose activity change, negative = inhibition, actives largely listed as inhibitors. EPAC1 GEF assay, Rap1b-BODIPY-GDP exchange fluorescence. hit rate 0.14% among 360,000;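 further: potency means the concentration at half of the fitted maximal effect; plate controls were vehicle for no effect and positive control for full effect; nearly all actives have a fitted effect of over 50% in size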
Target sequence (O95398 whole entry, looked up): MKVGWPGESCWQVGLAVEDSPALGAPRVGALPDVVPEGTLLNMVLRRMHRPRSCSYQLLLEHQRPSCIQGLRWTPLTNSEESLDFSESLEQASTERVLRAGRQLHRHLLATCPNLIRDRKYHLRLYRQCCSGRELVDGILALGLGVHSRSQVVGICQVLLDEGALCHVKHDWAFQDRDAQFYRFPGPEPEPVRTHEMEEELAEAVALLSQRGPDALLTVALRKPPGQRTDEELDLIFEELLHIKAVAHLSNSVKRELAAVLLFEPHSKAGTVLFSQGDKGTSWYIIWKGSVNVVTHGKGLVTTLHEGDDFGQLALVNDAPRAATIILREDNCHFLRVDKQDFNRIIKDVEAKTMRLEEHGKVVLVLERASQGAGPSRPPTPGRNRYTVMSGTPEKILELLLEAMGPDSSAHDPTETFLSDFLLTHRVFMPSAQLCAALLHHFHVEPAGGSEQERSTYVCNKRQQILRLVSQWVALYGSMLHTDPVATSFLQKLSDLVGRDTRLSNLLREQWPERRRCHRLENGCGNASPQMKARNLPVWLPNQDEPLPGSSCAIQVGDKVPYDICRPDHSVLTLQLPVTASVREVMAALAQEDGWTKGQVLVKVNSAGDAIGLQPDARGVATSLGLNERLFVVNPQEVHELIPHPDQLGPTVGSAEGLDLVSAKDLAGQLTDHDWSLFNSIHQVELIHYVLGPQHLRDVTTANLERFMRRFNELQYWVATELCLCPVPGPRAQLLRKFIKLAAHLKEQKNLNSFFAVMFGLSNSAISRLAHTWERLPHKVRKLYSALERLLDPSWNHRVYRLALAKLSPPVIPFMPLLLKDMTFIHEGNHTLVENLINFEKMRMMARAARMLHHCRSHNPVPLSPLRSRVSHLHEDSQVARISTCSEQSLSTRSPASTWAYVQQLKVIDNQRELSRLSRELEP
CCT chaperon mod: cytosolic chaperonin activity modulation; purified chaperonin ATPase assay, HTRF ADP detection, 30 min; activity change, % (test concentration not listed), hits read low; hit rate 0.3% among 360,000; in the data active means activity change below about -30%; further: on the % scale 0 is the no-effect control and ±100 the full control effect
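ATPase activity: ADP formed was measured by HTRF Transcreener (665/615 nm ratio) after 30 min at 37 deg C with 10 uM ATP. Compounds screened at one 76 uM concentration against 40 or 20 nM TRiC in Tris pH 7.4/KCl/MgCl2/DTT buffer.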
PLK1 PBD block: inhibitors of human PLK1 polo-box domain binding; Plk1 PBD binding of FITC phosphopeptide, fluorescence polarization; Potency, µM, without a hit: max response, negative = inhibition, usual class: inhibitors; hit rate 2.8% among 360,000; AID 720504; further: potency means the concentration at half of the fitted maximal effect; series mostly up to about 57 µM; on the % scale 0 is the no-effect control and ±100 the full control effect; nearly all actives have a fitted effect of over 65% in size
MmCpn inh: M. maripaludis TRiC chaperonin inhibition; purified Mm-Cpn ATPase, ADP Transcreener TR-FRET; Potency, µM (highest dose often 76.9 µM), for inactives: at the top dose activity, negative = inhibition, actives largely listed as inhibitors; hit rate 0.031% among 330,000; AID 504842; further: potency means the concentration at half of the fitted maximal effect; on the % scale 0 is the no-effect control and ±100 the full control effect; nearly all actives have a fitted effect of over 80% in size
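TR-FRET (320 nm excitation; 590 and 665 nm emission) reports ADP made from 10 uM ATP by 25 nM enzyme; compounds were preincubated 10 min, reaction run 30 min, both at 37°C.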
EPAC1 ag: activates human EPAC1 exchange factor | hit rate 0.073% among 360,000 | Potency, µM (series often up to 154 µM), for the others: at the highest dose activation, actives largely listed as activators | AID 720707 | EPAC1 agonist qHTS, biochemical assay; response scale: 100% = response to 6.5 mM cAMP; further: potency means the concentration at half of the fitted maximal effect; nearly all actives have a fitted effect of over 60% in size
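EPAC1 100 nM, Rap1B–BODIPY-GDP 250 nM, unlabeled GDP 50 uM; compound titration; 5 min RT; kinetic read ex480/em540 at 5-min intervals ×30 min; data normalized to 6.5 mM cAMP agonist control.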
The depositor's hits bear a star; u = inconclusive; x = not tested or not shown; [ ] = remark or other dose. Unless noted, the call rests on the fitted dose curve; in most records, active means well fitted curve in the direction sought with a large enough effect; inconclusive means small, poorly fitted or top-dose-only effect, or another doubt; inactive means no such curve, though single readings can be large; an effect the other way counts as inactive or inconclusive.

entry	Molecule	WRN helicase inh	EPAC2 antagonist	PI5P4K alpha inh	EPAC1 antagonist	CCT chaperon mod	PLK1 PBD block	MmCpn inh	EPAC1 ag
1	CCOc1ccc(C(=O)C[n+]2ccc(C(=O)NCCO)cc2)cc1	2%[57.1 µM]	13%	-2	-5%	-2.7	1%	-1%	2%
2	C=CCC[C@@H](Cc1ccc(F)cc1)C(=O)OC[C@@H](Cc1c[nH]c2ccccc12)NC(=O)[C@H](CC=C)CC(=O)NCCO	-5%	-25%	2	-10%	-2.4	0%	-3%	-28%
3	CC(=O)Nc1ccc(C=NNC(=O)CCCC(=O)NN=Cc2ccc(NC(C)=O)cc2)cc1	4%	7%	-7	4%	-2.7	-3%	x	4%
4	Cc1cccc(NC(=O)CCC(=O)c2cccs2)n1	u	17%	u	-8%	3.6	-19%	0%	-7%
5	Cc1ccc2nc(-c3ccncc3)c(NC3CCCCC3)n2c1	3%	-2%	-11	9%	1.2	-9%	-1%	-1%
6	C=C(C)CNC(=S)Nc1cccc(S(=O)(=O)NC2=NCCC2)c1	2%	2%	-1	-11%	1.0	-4%	0%	-11%
7	CC(C)(C)c1ccc(C(=O)Nc2ccc(O)c3c(=O)cc(-c4ccccc4Cl)oc23)cc1	-3%	6%	6	-3%	0.0	0%	1%	8%
8	O=C(/C=C/c1ccccc1Cl)Nc1cccc(S(=O)(=O)NC2=NCCCCC2)c1	-21%	6%	2	-19%	-1.7	-8%	-7%	1%
9	O=C(NCCN1CCCC1=O)C1CCC(=O)N(CCc2ccc(Cl)cc2)C1 (stereo not given)	-22%	-1%	8	0%	-0.4	-4%	3%	4%
10	NS(=O)(=O)c1ccc(CCNCc2ccccc2OCc2ccc(Cl)cc2)cc1	7%	3%	-2	-9%	2.0	-10%	1%	-1%
11	COc1ccc(-c2cc(C(F)(F)F)nc(SCC(=O)NCc3ccco3)n2)cc1OC	1%	2%	-1	0%	-1.0	-15%	-13%	-3%
12	CCCCn1nnnc1C(CC)N1CCN(C/C=C/c2ccccc2)CC1 (stereo not given)	-7%	2%	6	-28%	-1.5	-16%	x	0%
13	CCN(CC)c1ccc(/C=N/N2CCN(Cc3ccccc3)CC2)c(O)c1	-34%	-5%	13	-7%	-1.8	1%	0%	3%
14	O=c1c2ccccc2oc2cc(Br)ccc12	2%	10%	0	11%	-0.6	-4%	x	10%
15	Cc1ccc(NS(=O)(=O)c2ccc(Cl)c(NC(=S)NC(=O)C3CCCCC3)c2)cc1Cl	-15%	-13%	-9	-12%	-0.9	-2%	-1%	2%
16	CC(=O)N1CCN(c2ccccc2NC(=O)c2cccs2)CC1	-6%	-10%	1	6%	-1.1	-10%	-1%	2%
17	COc1ccc(C(c2nnnn2Cc2cccs2)N2CCN(c3ccccc3)CC2)cc1OC (stereo not given)	-7%	-5%	0	-20%	-0.8	0%	-4%	0%
18	CCCCNC(=O)COCc1cc(-c2ccc3c(c2)OCO3)on1	-3%[57.1 µM]	1%	1	-13%	-1.5	3%	-2%	1%
19	CC(=O)C1CCC2C3CCC4=CC(=O)CCC4(C)C3(Br)C(=O)CC12C (stereo not given)	-16%	7%	0	-1%	-0.9	-3%	x	0%
20	COC(=O)c1ccc(/C=N/NC(=O)CC(=O)NC2CCCCC2)cc1	-1%	6%	-1	3%	-1.6	-9%	0%	2%
21	COc1cc(C(=O)OCC(=O)NC2CCS(=O)(=O)C2)ccc1OCc1c(C)noc1C (stereo not given)	-9%	13%	2	-1%	0.7	1%	0%	10%
22	Cc1c(Cl)cccc1NC(=S)N1CCN(Cc2ccccc2)CC1	2%	-9%	1	-9%	-2.3	-9%	2%	11%
23	CC(=O)c1ccc(OCC(=O)Nc2ccc(N3CCCCC3)cc2)cc1	8%	11%	6	-17%	-0.3	-9%	0%	0%
24	O=C(NCC(=O)N(c1cccnc1)C(C(=O)NC1CCCCC1)c1ccccc1F)c1ccco1 (stereo not given)	-2%[57.1 µM]	0%	-2	0%	-1.6	-3%	0%	1%
25	Cc1sc(NC(=O)CSc2nnc(N)s2)c(C#N)c1C	-4%	-21%	7	-8%	0.0	-5%	0%	-4%
26	COc1ccc(-c2oc3ccccc3c2C(=O)Oc2ccccc2)cc1	9%	4%	30	-20%	1.0	-4%	-9%	2%
27	O=C(C1CCCCC1)N1CCN(C(=O)C2CCCCC2)CC1	-19%	19%	x	20%	-2.5	-18%	1%	3%
28	COc1ccc(-c2nnn(Cc3nc(N)nc(N4CCOCC4)n3)n2)cc1OC	9%	6%	-6	-16%	-2.2	0%	0%	-19%
29	CCc1ccc(-c2cc(C)no2)cc1S(=O)(=O)NCCc1ccc(S(N)(=O)=O)cc1	-4%	4%	-1	12%	0.3	1%	1%	-2%
30	O=C(Nc1cccc(S(=O)(=O)NC2=NCCC2)c1)c1cc(F)c(F)c(F)c1F	14%	18%	1	6%	-3.5	-1%	2%	-7%
31	COc1cccc(-n2nnc3c(=O)n(C/C=C/c4ccccc4)cnc32)c1	-3%	-17%	0	u	-1.7	-1%	1%	-9%
32	CCNC(=S)N/N=C/c1cc(C)ccc1C	-4%	-17%	-6	4%	0.4	-8%	-3%	-17%
33	Cc1cc2ccccn2c1C(=O)c1ccc([N+](=O)[O-])o1	-1%	4%	-14	-1%	-3.8	-3%	1%	-12%
34	NS(=O)(=O)c1ccc(SCc2ccccc2)nc1	-10%	-11%	-1	u	-0.5	-7%	x	-1%
35	CCOC(=O)C1CCCN(C(=O)c2ccc(CNc3c(N4CCC(C)CC4)c(=O)c3=O)cc2)C1 (stereo not given)	2%	0%	1	3%	0.7	1%	-2%	-13%
36	O=C(CN1C(=O)COc2ccc(S(=O)(=O)N3CCCC3)cc21)N1CCCC1	2%	3%	-2	5%	-1.6	-4%	0%	11%
37	Nc1cc(S(=O)(=O)c2ccc(N3CCCCC3)c(N)c2)ccc1N1CCCCC1	-1%	-4%	1	8%	-0.9	8%	x	-9%
38	C1CSC2(N1)C1CC3CC(C1)CC2C3 (stereo not given)	1%	-6%	6	-5%	0.8	-4%	1%	1%
39	Cc1ccc(C(=O)CCC(=O)Nc2ccccc2C)cc1C	4%	0%	-1	8%	-4.0	6%	-3%	6%
40	CC(C)n1nnnc1-c1cc(Cl)cc(Cl)c1	9%	-1%	x	4%	-4.1	-10%	-1%	1%
41	CCCCNC(=O)C1CC(c2cccc(F)c2)=NO1 (stereo not given)	6%	14%	-2	5%	0.3	1%	0%	-14%
42	O=C(CCNC(=O)c1ccc([N+](=O)[O-])cc1)Nc1ccccc1N1CCCC1	-20%	3%	3	19%	0.6	-1%	-3%	-4%
43	CC1SC(=NC(=O)c2ccco2)NC1=O (stereo not given)	-4%	-1%	x	-1%	-5.9	-30%	-1%	16%
44	Cc1ccc(COC(=O)CN2C(=O)NC3(CCCC3)C2=O)cc1	0%	7%	0	-2%	-11	-7%	3%	8%
45	COc1ccc(C(=O)NNC(=O)C2=NN(c3ccccc3)C(=O)CC2)cc1	-1%	5%	0	2%	0.4	-18%	0%	0%
46	Cc1sc(N)nc1C12CC3CC(CC(C3)C1)C2	1%	-11%	8	-7%	-3.5	1%	-4%	5%
47	COc1ccc(CN2CCN(Cc3ccc(Br)cc3)CC2)c(OC)c1OC	4%	-12%	1	-8%	0.7	-11%	-2%	0%
48	COc1ccc(S(=O)(=O)N(CC(=O)N2CCCC2)Cc2ccccc2)cc1	3%	13%	-1	0%	0.9	0%	0%	-1%
49	O=C(NCc1ccccc1Cl)c1ccc(CS(=O)(=O)c2ccccc2)o1	-5%	-6%	-3	-9%	-1.0	-17%	1%	5%
50	O=c1[nH]c2ccccc2c2oc(CCl)nc12	-11%	-5%	-5	-12%	-3.5	u	-1%	13%
51	CSc1ncc(C(=O)Nc2ccccc2)cn1	4%	-11%	0	12%	1.7	-5%	1%	1%
52	Cc1occc1C(=O)Nc1nn[nH]n1	-4%	-4%	0	0%	0.4	-5%	-1%	1%
53	CC1(c2nnc(Cc3ccccc3)o2)CC(c2ccc(Cl)cc2)=NO1 (stereo not given)	-11%	-19%	-1	u	0.3	-7%	x	3%
54	CCN(CC)C(=O)C1=C(C)N(Cc2ccc(F)cc2)C(=O)C(CC(=O)NCCCN(C)C)C1 (stereo not given)	1%	4%	5	5%	-1.7	-5%	x	1%
55	CCN1CCN(c2nc(NCCO)c3ccccc3n2)CC1	-3%	4%	7	-5%	0.7	-7%	-3%	-3%
56	O=C1NC(CCc2ccccc2)C(=O)N1Cc1ccc(Br)cc1 (stereo not given)	-5%	0%	6	7%	3.3	-10%	3%	-2%
57	COc1cccc(C(=O)N2CCC(C(=O)NCc3ccc(C)cc3)CC2)c1	6%	-3%	-1	20%	-1.4	-20%	0%	0%
58	Cc1ccc(S(=O)(=O)N(C)c2ccc(OCC(=O)Nc3ccc(C(=O)N(C)C)cc3)cc2)cc1C	-3%	6%	2	-14%	1.1	6%	3%	-3%
59	CC(C)c1cc(CNC(=O)C2CCC(=O)N(Cc3ccccc3F)C2)on1 (stereo not given)	-10%	8%	-5	8%	1.0	5%	1%	-9%
60	C[C@H](NC(=O)C1CC(=O)N(c2ccc3c(c2)OCO3)C1)C(=O)NC1CCCCC1 (stereo not given in full)	-2%	-1%	-11	20%	-4.1	11µM*	0%	-2%
61	O=C(CN1CCN(S(=O)(=O)c2ccccc2)CC1)Nc1ccc(Cl)c([N+](=O)[O-])c1	5%	6%	-4	3%	2.2	-5%	1%	3%
62	COc1cccc(CNC(=O)CCC(=O)n2ncc3cc(C)ccc32)c1OC	7%	7%	-12	11%	-0.9	-9%	0%	-14%
63	NC(=O)CC[C@H](NC(=O)c1ccc(F)cc1)C(=O)OCC(=O)NCc1ccc2c(c1)OCO2	5%	8%	-1	3%	-0.7	4%	3%	-7%

Not all compounds are listed; count on the stated rates, not on these rows.
